Assay outcomes: PubChem, several laboratories
CRFBP-R2 block = blocks CRF-induced signaling of the CRF-BP/CRF-R2 complex | inhibition, % at 11.8 µM | HEK293 CRF-R2/CRF-BP, CRF-induced calcium fluorescence | AID 588475 | hit rate 0.59% among 350,000;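 active = inhibition of the ligand-induced calcium signal above about 50% at the single tested concentration, limit read from the data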
CHRM5 antagonist = CHRM5 antagonism in calcium assay; P08912; CHO-hM5 cells, Fluo-8 calcium fluorescence, ACh EC80; inhibition, % at 3 µM; hit rate 0.59% among 360,000; AID 624040;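 active = inhibition above a per-plate cutoff, the mean of that plate's test compounds plus 3 SD, cut at about 27% in these data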;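 also: 0% = acetylcholine EC80 with DMSO and 100% = DMSO without agonist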
Target sequence (P08912 whole entry, looked up): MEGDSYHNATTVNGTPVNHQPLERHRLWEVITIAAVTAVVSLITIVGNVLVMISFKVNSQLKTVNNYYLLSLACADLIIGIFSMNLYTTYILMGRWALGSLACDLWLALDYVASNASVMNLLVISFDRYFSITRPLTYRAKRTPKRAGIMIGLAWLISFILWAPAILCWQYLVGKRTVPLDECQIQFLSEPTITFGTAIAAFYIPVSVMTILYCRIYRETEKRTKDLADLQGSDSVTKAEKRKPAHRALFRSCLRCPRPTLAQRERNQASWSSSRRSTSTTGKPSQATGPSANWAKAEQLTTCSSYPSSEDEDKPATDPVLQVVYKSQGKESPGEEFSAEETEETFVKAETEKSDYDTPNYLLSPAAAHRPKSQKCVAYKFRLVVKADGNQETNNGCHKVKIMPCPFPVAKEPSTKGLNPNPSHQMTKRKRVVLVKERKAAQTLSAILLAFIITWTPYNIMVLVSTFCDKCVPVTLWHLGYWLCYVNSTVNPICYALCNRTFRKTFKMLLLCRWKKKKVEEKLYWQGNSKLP
CHRM5 agonist = agonists of human muscarinic M5 receptor (CHRM5) | CHO-K1 hM5 cells, Fluo-8 calcium fluorescence; 0% DMSO wells, 100% maximal acetylcholine response | AID 624037 | hit rate 0.19% among 360,000 | activation, % at 3 µM;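 active = activation above the run's mean over test compounds plus 3 SD, cut at about 23% in these data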;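 also: signal is peak over basal fluorescence ratio across the kinetic read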
M4 antag = blocks acetylcholine activation of human M4 receptor; P08173; CHO-hM4 cells, ACh EC80, Fluo-8 calcium fluorescence; inhibition, % at 3 µM; hit rate 0.73% among 360,000;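 active = inhibition above its plate's cutoff, the mean inhibition of sample wells plus 3 SD, cut at about 27% in these data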;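 also: 0% = acetylcholine EC80 with DMSO and 100% = DMSO without agonist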
Target sequence (P08173 whole entry, looked up): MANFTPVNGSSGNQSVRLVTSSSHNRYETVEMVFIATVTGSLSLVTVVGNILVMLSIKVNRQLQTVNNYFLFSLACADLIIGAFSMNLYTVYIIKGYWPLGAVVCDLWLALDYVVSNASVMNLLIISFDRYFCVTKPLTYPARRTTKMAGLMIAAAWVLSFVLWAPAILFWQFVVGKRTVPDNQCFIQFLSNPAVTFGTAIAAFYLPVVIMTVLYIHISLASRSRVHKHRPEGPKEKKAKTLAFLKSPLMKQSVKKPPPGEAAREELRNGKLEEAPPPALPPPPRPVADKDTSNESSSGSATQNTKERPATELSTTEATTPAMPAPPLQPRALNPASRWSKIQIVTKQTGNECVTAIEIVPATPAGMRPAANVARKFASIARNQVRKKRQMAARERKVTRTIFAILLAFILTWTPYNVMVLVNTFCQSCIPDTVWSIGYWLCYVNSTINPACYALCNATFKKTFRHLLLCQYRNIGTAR
CHRM4 agonist = CHRM4 agonism in calcium assay; P08173; CHO-K1 hM4/Gqi5, Fluo-8 calcium fluorescence; vehicle 0%, full acetylcholine response 100%; activation, % at 3 µM; hit rate 0.14% among 360,000; AID 624127;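 active = activation above the run mean over all test wells plus 3 SD, cut at about 32% in these data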;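 also: peak over basal fluorescence ratio per well then scaled between controls; 0% = DMSO wells and 100% = acetylcholine at EC100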
M5 PAM = potentiates acetylcholine response at human M5 receptor; hit rate 0.3% among 360,000; activation, % at 3 µM; P08912; CHO-K1 hM5, Fluo-8 calcium, ACh EC20 PAM; 0% = ACh EC20, 100% = ACh EC100;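 active = activation above the run cutoff, the mean activation of all test compounds plus 3 SD, cut at about 18% in these data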
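Replicates: One well per compound, no replicates | System: Human M5 receptor in CHO-K1 cells | Benchmarks: Low control EC20 acetylcholine (0%), high control EC100 acetylcholine (100%) | Probe or stimulus: Acetylcholine, EC20 level | Times: Fluo-8 loading 80 min at 37 °C plus 30 min room temperature | Signal: Intracellular calcium via Fluo-8 fluorescence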
CRFBP-R2 agonist = agonists of human CRF-binding protein/CRF-R2 receptor complex; HEK293 CRF-R2/CRF-BP, calcium dye fluorescence (FLIPR); percent of saturating CRF peptide response; activation, % at 13.2 µM; hit rate 0.46% among 350,000; AID 588473;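 active = activation of at least 50%, plus an integration ratio under a set limit after plate pattern correction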;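 also: plate controls were neutral control wells without compound for no effect and CRF at EC100 for full effect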
M4 PAM = CHRM4 positive allosteric modulation; activation, % at 3 µM; hit rate 0.4% among 360,000; CHO-K1 hM4/Gqi5, Fluo-8 calcium fluorescence, ACh EC20; 0% = ACh EC20, 100% = maximal ACh; AID 624126; P08173;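 active = activation above its plate's cutoff, the mean activation of sample wells plus 3 SD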; also: some results filed as inactive read as strong as hits
M1 PAM = positive allosteric modulators of human M1 muscarinic receptor; CHO-K1 hM1, Fluo-8 calcium fluorescence, ACh EC20; 0% = ACh EC20, 100% = maximal ACh; hit rate 0.088% among 360,000; P11229; AID 588819; activation, % at 3 µM; in the data active = activation above about 19%, passing the limit was not always enough
* hit, by the source's call; / = not tested or not shown.

SMILES	CRFBP-R2 block	CHRM5 antagonist	CHRM5 agonist	M4 antag	CHRM4 agonist	M5 PAM	CRFBP-R2 agonist	M4 PAM	M1 PAM
Fc1ccc(Sc2cc(Cl)c(-c3ccccc3)nn2)cc1	0	1	-7	-2	-2	4	0.8	2	2
Cc1ccc(S(=O)(=O)c2nc(C(C)(C)C)oc2N2CCOCC2)cc1	-9	-1	2	-7	0	-2	0.6	7	-4
Cc1cc(C(=O)Nc2c(C)nn(Cc3ccccc3)c2C)on1	8	7	1	-4	-1	-5	-2.6	-2	10
COC(=O)c1onc(-c2c(C)cc(C)cc2C)c1C(=O)OC	13	-8	-4	-12	-1	12	-1.1	7	0
COc1ccc(N2CC(C(=O)N/N=C/c3ccccc3)CC2=O)cc1 (stereo unspecified)	-3	7	1	-1	0	10	-3.2	10	1
CCCC(C)NC(=O)COC(=O)c1ccc(Cl)c(S(N)(=O)=O)c1 (stereo unspecified)	12	-5	13	13	1	6	-1.0	17	-3
Cn1c(=O)[nH]c(=O)c2c1nc(CN1CCOCC1)n2CCCc1ccccc1	-29	1	1	-12	0	-2	0.7	1	-2
Cc1cc(C(=O)Nc2ccccn2)no1	13	-7	2	-7	0	-6	-0.4	6	10
O=C1CC(C(=O)Nc2ncccn2)C(c2ccccc2)O1 (stereo unspecified)	9	1	-2	-3	0	3	1.5	3	9
O=C(Cc1ccccc1)c1ccc(O)cc1O	-10	1	2	-12	4	7	0.2	5	5
COc1ccc(N(C(=O)c2ccco2)S(=O)(=O)c2ccc(F)cc2)cc1	2	-4	-3	-3	0	6	-0.7	5	-4
OC(c1ccco1)c1nc(-c2cccs2)cs1 (stereo unspecified)	/	-2	1	-2	1	-1	/	5	16
CCOC(=O)[C@H]1[C@H]2COc3ccc(Cl)cc3[C@H]2N2C(=O)CNC(=O)[C@@]12C	-1	11	3	-5	2	-6	0.3	13	7
Cc1ccc(S(=O)(=O)NCc2ccc(C(=O)N3CCN(Cc4ccccc4)CC3)cc2)cc1	-4	6	4	-2	8	-5	0.3	-8	-5
COc1ccc(Cc2nc3ccc(C(=O)NC4CCOC4)cc3o2)cc1 (stereo unspecified)	-6	8	-5	7	1	0	-0.6	1	0
C[C@H]1CN([C@@H](C)CO)C(=O)c2cccc(NC(=O)Nc3ccc(C(F)(F)F)cc3)c2O[C@@H]1CN(C)Cc1ccc(Cl)c(Cl)c1	-3	10	7	17	13	-4	0.2	-4	-2
CCc1nnc(NC(=O)CSc2nnc(Cc3ccccc3)o2)s1	9	-11	5	-11	0	2	-3.5	0	-3
CCOC(=O)C1=C(C)NC(=O)C(C(N)=O)C12CCCCC2 (stereo unspecified)	-4	-5	-2	-2	1	8	-1.0	6	7
COc1ccc(N(CC(=O)Nc2c(C)n(C)n(-c3ccccc3)c2=O)S(=O)(=O)c2ccccc2)cc1OC	-6	3	0	9	1	-2	0.8	-3	1
O=C(NCc1ccc2c(c1)OCO2)c1ccc(COc2cc(Cl)ccc2Cl)o1	26	11	-4	18	1	-10	5.1	2	-5
O=C(CSc1nnc(SCc2ccc(Cl)cc2)s1)N/N=C/c1c[nH]c2ccccc12	-50	1	0	-4	0	2	-1.1	1	2
Cc1n(CC(O)COCc2ccccc2)c2ccccc2[n+]1C (stereo unspecified)	9	2	1	-2	0	4	-2.4	-3	6
COc1ccc(OCCCC(=O)Nc2cc(Cl)ccc2-n2cncn2)cc1	-3	5	-1	-8	3	4	-0.5	11	12
COc1ccc(C(=O)Nc2ccc(-c3n[nH]c(=S)o3)cc2)cc1OC	-5	0	0	-18	0	4	-0.2	10	14
CC(C)[C@H](NC(=O)c1ccc([N+](=O)[O-])cc1Cl)C(=O)N1CCN(C/C=C/c2ccccc2)CC1	-5	4	-5	-13	6	-2	0.1	2	-10
O=C(Cc1ccccc1)Nc1ccccc1CO	-9	-3	-8	3	1	-2	2.8	-3	8
COc1ccc2oc(=O)c(C(=O)N3CCN(C(=O)c4ccco4)CC3)cc2c1	-17	7	-4	-5	1	2	5.2	9	13
Brc1cccc(C2CC(c3ccccc3)n3nnnc3N2)c1 (stereo unspecified)	55*	-6	2	8	4	2	-3.6	-1	8
c1ccc(CSc2nnc(NC3=NCCCCC3)s2)cc1	8	-6	-3	0	1	-3	1.2	-3	-4
CC(=O)N1c2ccc(S(=O)(=O)NCCC(=O)N(C)C3CCCCC3)cc2CC1C (stereo unspecified)	5	-13	5	-2	5	4	-0.8	-1	1
Cc1nn2c(SCC(=O)c3cccs3)cc(C(C)(C)C)nc2c1-c1ccccc1	-11	6	0	-3	1	2	-2.5	7	4
Cc1cccc(CCN=c2c([N+](=O)[O-])nn(-c3ccccc3)n2O)c1	15	0	-1	3	4	-5	-0.4	14	3
COCCN1C(=O)C(=O)/C(=C(/O)c2ccc(C)cc2)C1c1ccccn1 (stereo unspecified)	-10	-7	-1	-6	0	6	4.4	6	10
Cc1ccc(C)c(-c2csc(Nc3ncccn3)n2)c1	3	11	-2	3	0	-3	-0.9	-17	5
Cc1cc(NC(=O)C2CC=CCC2C(=O)O)ccc1NC(=O)c1ccccc1 (stereo unspecified)	6	-2	-1	8	1	0	-0.6	2	9
COCc1c(C(=O)OCC(=O)N(C)C2CCS(=O)(=O)C2)oc2ccccc12 (stereo unspecified)	6	11	-5	4	1	-2	1.0	3	-19
CCC(O)(C#CCN1CCCCC1)CC	2	6	-8	10	1	-4	0.8	1	-6
CSc1cccc(N/C(=N/S(=O)(=O)c2ccccc2)NN)c1	7	0	-3	-1	1	5	-0.6	-4	8
COC(CNS(=O)(=O)c1cc2c3c(c1)CCN3C(=O)CC2)OC	4	12	-3	2	1	-2	1.1	0	5
O=C(O)CCC(=O)OCC1CCCO1 (stereo unspecified)	1	-5	0	-6	1	2	4.5	8	8

Next part; the last 5 above are carried over.
SMILES	CRFBP-R2 block	CHRM5 antagonist	CHRM5 agonist	M4 antag	CHRM4 agonist	M5 PAM	CRFBP-R2 agonist	M4 PAM	M1 PAM
COCc1c(C(=O)OCC(=O)N(C)C2CCS(=O)(=O)C2)oc2ccccc12 (stereo unspecified)	6	11	-5	4	1	-2	1.0	3	-19
CCC(O)(C#CCN1CCCCC1)CC	2	6	-8	10	1	-4	0.8	1	-6
CSc1cccc(N/C(=N/S(=O)(=O)c2ccccc2)NN)c1	7	0	-3	-1	1	5	-0.6	-4	8
COC(CNS(=O)(=O)c1cc2c3c(c1)CCN3C(=O)CC2)OC	4	12	-3	2	1	-2	1.1	0	5
O=C(O)CCC(=O)OCC1CCCO1 (stereo unspecified)	1	-5	0	-6	1	2	4.5	8	8
CN(CC(=O)NCc1ccco1)S(=O)(=O)c1cccc2cccnc12	2	-1	0	-3	-1	-2	-0.2	-8	5
O=C(CCC(=O)Nc1ccc(F)cc1)N/N=C/c1ccc(Br)cc1	-24	4	-4	-2	2	-1	4.7	0	7
COc1ccc(-c2ccc(/C=C3/C(=N)N4C(C)=CSC4=NC3=O)o2)c([N+](=O)[O-])c1	-21	10	-1	-8	11	-11	0.9	-6	-3
CCOC(=O)Cc1nn(CC)c(=O)c2ccccc12	-13	11	-4	0	1	-8	2.5	-3	2
COc1cccc2cc(C(=O)OCC(=O)NCc3ccc4c(c3)OCO4)c(=O)oc12	-6	5	-2	-2	1	2	-1.7	-4	1
Cc1ccc(CN2[C@@H](Cc3ccccc3)C(=O)CS2(=O)=O)cc1	0	10	0	10	1	0	-0.3	-6	6
Cc1ccc(NC(=O)COC(=O)c2ccc3c(c2)OCO3)cc1S(=O)(=O)N1CCCCC1	7	4	-2	1	4	-8	5.5	-8	-2
COc1ccc2nc(Nc3ccccc3OC)sc2c1	2	-9	-8	-9	0	9	-2.7	-4	11
COc1ccc2cc(-c3cc(C(=O)OCC(=O)NC4CCS(=O)(=O)C4)c4ccccc4n3)ccc2c1 (stereo unspecified)	10	3	0	9	2	-2	3.5	-1	10
Cc1ccc(C)c(-c2[nH]ncc2CN2CCCC(CO)(Cc3ccccc3C)C2)c1 (stereo unspecified)	-19	7	-3	3	1	2	1.5	-9	1
CC(C)N(CCNC(=O)C1CCCN(c2ncnc3c2nc2n3CCCCC2)C1)Cc1ccccc1 (stereo unspecified)	-7	3	-10	4	1	-1	-0.3	-8	-19
CN(CC(=O)Nc1ccccc1Cl)C(=O)CN1C(=O)C2CCCCC2C1=O (stereo unspecified)	15	-3	1	-10	1	8	0.0	3	11
c1ccc2c(c1)[nH]c1c(N3CCSCC3)ncnc12	-1	2	6	6	12	-6	-0.4	-4	-4
O=C(NCc1ccccn1)c1ccc(Cn2cc(Br)cn2)o1	0	-10	1	0	2	4	0.7	0	5
O=C(OCC(=O)N1CCN(C(=O)c2ccco2)CC1)c1cccc(S(=O)(=O)N2CCc3ccccc32)c1	18	2	0	4	6	-6	-0.8	-9	4
CCCOc1c(Br)cc(/C=N/O)cc1OC	6	3	-6	-5	-2	1	-1.5	-1	7
O=C(CSc1nnc2c(n1)[nH]c1ccc(F)cc12)N1CCOCC1	0	9	0	-2	2	4	4.7	4	6
CC1(C(=O)N(CC(=O)NC2CCCC2)Cc2ccco2)CC(=O)N=C2C=CC=CN21 (stereo unspecified)	12	-9	-4	4	0	11	0.3	15	-1

With a hit mark in CRFBP-R2 block, among the entries above:
SMILES	CRFBP-R2 block	CHRM5 antagonist	CHRM5 agonist	M4 antag	CHRM4 agonist	M5 PAM	CRFBP-R2 agonist	M4 PAM	M1 PAM
Brc1cccc(C2CC(c3ccccc3)n3nnnc3N2)c1 (stereo unspecified)	55*	-6	2	8	4	2	-3.6	-1	8

Part of the list above, as labelled records.
Structure: c1ccc2c(c1)[nH]c1c(N3CCSCC3)ncnc12
  CRFBP-R2 block: -1 | CHRM5 antagonist: 2 | CHRM5 agonist: 6 | M4 antag: 6 | CHRM4 agonist: 12 | M5 PAM: -6 | CRFBP-R2 agonist: -0.4 | M4 PAM: -4 | M1 PAM: -4
Structure: O=C(NCc1ccccn1)c1ccc(Cn2cc(Br)cn2)o1
  CRFBP-R2 block: 0 | CHRM5 antagonist: -10 | CHRM5 agonist: 1 | M4 antag: 0 | CHRM4 agonist: 2 | M5 PAM: 4 | CRFBP-R2 agonist: 0.7 | M4 PAM: 0 | M1 PAM: 5

An unsorted share of the library (roughly 2.6% active in at least one column).
